# High-throughput results deposited in PubChem by Sanford-Burnham Center for Chemical Genomics.
# KOR beta-arrestin-1 = KOR agonists, beta-arrestin recruitment, primary screen, cell-based, luminescence, uHTS (AID 1777) | activation, % at 10 µM, or EC50 in µM where a hit was titrated | Kappa-type opioid receptor (Homo sapiens) | actives 0.02% (n = 280,000) | KOR beta-arrestin recruitment, luminescence; higher % means a stronger effect; in the data active means activation above about 50%, passing the limit was not always enough; further: a part of the inactive calls stands beside numbers as strong as those of hits
# LYP inhibition = inhibitors of LYP phosphatase, biochemical, fluorescence intensity, uHTS (AID 1779); Tyrosine-protein phosphatase non-receptor type 22 (Homo sapiens); actives 0.054% (n = 290,000); recombinant LYP phosphatase, fluorescence intensity; higher % means a stronger effect; one-dose inhibition, % at 11.5 µM; IC50 in µM for titrated hits;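 further: plate controls were vehicle with enzyme for no effect and no enzyme for full effect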
# KOR beta-arrestin-2 = KOR antagonists, beta-arrestin recruitment, cell-based, luminescence, uHTS (AID 1778); Kappa-type opioid receptor (Homo sapiens); KOR beta-arrestin recruitment, luminescence, antagonist mode; higher % means a stronger effect; inhibition, % at 10 µM, or IC50 in µM where a hit was titrated; actives 0.091% (n = 290,000); further: strong numbers were not always called active
# human PMI inhibitors = human PMI inhibitors, high substrate, primary screen, biochemical, fluorescence intensity, high mannose 6-phosphate (AID 1220); Mannose-6-phosphate isomerase (Homo sapiens); recombinant PMI enzyme, coupled fluorescence intensity; higher % means a stronger effect; inhibition, % at 20 µM, or IC50 in µM where a hit was titrated; actives 0.66% (n = 190,000)
# NOD2 inhibition = NOD2 signaling inhibitors, cell-based, luminescence, uHTS, HEK293 (AID 1566); HEK293 NOD2/NF-kB luciferase reporter, luminescence; higher % means a stronger effect; inhibition, % at 4 µM; hits with a dose series show EC50 in µM; actives 0.63% (n = 290,000); further: many of its hits are not listed in these tables
# NOD1 NF-kB reporter = NOD1 signaling inhibitors, primary screen, cell-based, luminescence, uHTS (AID 1578); inhibition, % at 4 µM, or EC50 in µM where a hit was titrated; actives 1% (n = 290,000); NOD1-driven NF-kB luciferase reporter cells, luminescence; higher % means a stronger effect; in the data active means inhibition mostly above about 36%, no sharp cut-off; inactive means mostly below about 34%;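 further: HEK-293T reporter cells stimulated with the NOD1 agonist gamma-tri-DAP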
# TNAP activation fold = human TNAP enzyme activators, primary screen, biochemical, luminescent, no phosphate acceptor, uHTS (AID 1001) | Alkaline phosphatase, tissue-nonspecific isozyme (Homo sapiens) | purified TNAP, luminescent activation assay, no phosphate acceptor; higher activation fold means a stronger effect | activation fold at 20 µM; hits with a dose series show EC50 in µM | actives 0.03% (n = 200,000); in the data active means activation fold from about 3, or a potency from the dose series; inactive means the rest, 99 in 100 with activation fold below about 1.6; further: many of its hits are not listed in these tables
# human PMI inhibition = inhibitors of human PMI, primary screen, biochemical, fluorescence intensity, coupled assay (AID 1209); Mannose-6-phosphate isomerase (Homo sapiens); actives 0.42% (n = 190,000); purified PMI enzyme, coupled fluorescence intensity; higher % means a stronger effect; one-dose inhibition, % at 20 µM; IC50 in µM for titrated hits;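 further: plate controls were DMSO vehicle for no effect and wells lacking substrate for full effect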
# XIAP antagonists = XIAP antagonists, biochemical, IAP family, fluorescence polarization (AID 1018). E3 ubiquitin-protein ligase XIAP (Homo sapiens). XIAP BIR domain, fluorescence polarization peptide displacement; higher % means a stronger effect. displacement, % at 20 µM; hits with a dose series show IC50 in µM. actives 0.007% (n = 200,000); in the data active means displacement above about 50%; further: a part of the inactive calls stands beside numbers as strong as those of hits
# * = called active by the depositor; x = not tested or not shown; [ ] = dose if it differs, or a comment. Unless noted, no stated cut-off is given here; in the data, active means inhibition above about 50%; inactive means the rest.
XIAP antagonists	KOR beta-arrestin-1	NOD1 NF-kB reporter	human PMI inhibition	LYP inhibition	KOR beta-arrestin-2	human PMI inhibitors	TNAP activation fold	NOD2 inhibition	structure
2.0%	0.3%	-63.4%	-0.6%	-4.4%	-4.2%	-2.7%	1.1	13.0%	CCn1cc([N+](=O)[O-])c(C(=O)Nc2nc(-c3ccc(C)c(C)c3)c(C)s2)n1
x	-2.2%	-1.2%	x	-3.3%	20.7%	x	x	22.9%	CCn1c(SCC(=O)OC)nc2sc3c(c2c1=O)CC(C)(C)OC3
x	-4.0%	5.2%	x	-8.4%	-16.3%	x	x	9.1%	Cc1ncc([N+](=O)[O-])n1CC(=O)Nc1ccc(F)c(Cl)c1
x	0.5%	-24.8%	x	-8.5%	-20.2%	x	x	-9.3%	C/C(CC(=O)Nc1ccccn1)=N\NC(=O)c1ccncc1
-4.2%	-3.6%	-32.5%	-4.7%	-3.7%	-6.8%	-4.3%	1.2	10.0%	Cc1ccc(S(=O)(=O)N(C)C)cc1NC(=O)CN1CCN(Cc2ccccc2)CC1
-8.4%	x	-20.3%	x	-5.9%	-50.2%[20 µM]	x	1.1	-5.5%	O=C(NCCc1ccccn1)/C(=C/c1ccco1)NC(=O)c1ccccc1
-5.3%	6.3%	11.0%	-3.7%	-12.9%	0.3%	-4.9%	1.1	-6.5%	Cc1ccc(NC(=O)CN(C)S(=O)(=O)c2cccs2)cc1F
x	4.2%	-0.7%	x	-12.4%	28.9%	x	x	22.0%	CCOCCCn1c(=S)[nH]c2cc(C(=O)NC3CCCC(C)C3C)ccc2c1=O (stereo not given)
0.4%	-2.6%	x	-2.4%	2.5%	29.2%	-2.0%	1.1	1.8%	O=C(Nc1cc(C(F)(F)F)ccc1N1CCOCC1)c1ccco1
-6.2%	-1.4%	-12.3%	9.7%	-10.6%	-1.8%	0.2%	1.1	-11.2%	Nc1nc(N)c2sc3nc4c(cc3c2n1)CCC4
-1.4%	2.7%	-35.7%	14.4%	-1.1%	-8.2%	9.3%	1.2	-2.9%	COc1cc(C2=NOC(C(=O)Nc3ccc(C(C)=O)cc3)C2)cc(OC)c1OC (stereo not given)
2.6%	8.8%	13.8%	8.9%	-2.3%	-12.3%	12.9%	1.1	17.3%	CC(C)Cn1c(SCC(=O)N2CCc3ccccc3C2)nc2cc(Cl)ccc2c1=O
x	4.4%	-2.0%	x	-8.2%	39.1%	x	x	20.8%	CN1CCC(=C(c2ccc(Cl)cc2)c2ccccn2)CC1
x	-2.4%	5.8%	x	-4.3%	44.5%	x	x	-10.0%	Cc1ccc(S(=O)(=O)N(C)c2ccc(OCc3cccc(C)c3)cc2)cc1
-3.5%	-3.1%	x	-6.7%	-6.6%	-7.4%	-4.5%	1	24.1%	O=S(=O)(Nc1ccc(Cc2ccncc2)cc1)c1cccs1
x	0.5%	-18.5%	x	-10.4%	-10.4%	x	x	29.3%	Cc1ccc(-n2nc3c(N4CCC(C(=O)NCCc5ccccc5C)CC4)nnc(C)c3c2C)cc1
-2.3%	-7.0%	12.7%	-5.7%	-2.2%	5.6%	-3.1%	0.7	-4.8%	CN(/N=C/c1ccc([N+](=O)[O-])o1)c1ccccc1
-3.7%	0.6%	5.0%	18.7%	-4.5%	4.4%	16.2%	1.1	27.2%	CCOC(=O)c1sc2nc(CC(=O)OC)nc(NCc3ccc(F)cc3)c2c1C
-5.2%	-5.7%	-24.3%	-51.9%	-8.4%	2.2%	-16.6%	1	-14.6%	COc1ccc(-c2nc(CCl)cs2)cc1
-4.6%	-0.8%	58.0%	8.2%	-3.5%	-7.0%	16.0%	1	9.0%	Cn1c(CN2CCN(C(=O)c3ccccc3)CC2)nc2cc([N+](=O)[O-])ccc21
x	0.7%	-32.0%	x	-9.0%	-24.0%	x	x	-1.3%	O=C(Nc1ccncc1)Nc1cccc(F)c1
-1.0%	-9.0%	23.2%	5.8%	-6.7%	-21.9%	-2.3%	1	1.6%	CCn1cc(/C=N/O)c(C)n1
-0.8%	-3.6%	-26.8%	-5.2%	-1.5%	2.3%	-13.5%	1.1	8.8%	Cc1nc(SCC(=O)CC(=O)OC(C)C)c(C#N)c(C)c1C
-4.8%	-1.2%	-29.5%	14.9%	3.1%	28.6%	4.6%	0.8	-14.7%	CN(C)c1ccc(N=Nc2ccccc2C(=O)OCC(=O)N(C)C2CCCCC2)cc1
-6.8%	-2.4%	-15.5%	-6.0%	-5.4%	2.9%	-4.1%	1	14.5%	CCN(CC)CCN(C(=O)c1ccc([N+](=O)[O-])cc1)c1nc2c(OC)cccc2s1
-2.7%	1.3%	-18.5%	1.4%	-7.4%	-29.6%	-2.0%	1.1	-16.8%	S=C(NCCc1ccccn1)Nc1ccc(Cl)cc1
-1.2%	-2.7%	-15.0%	9.7%	-11.3%	6.9%	3.5%	1	16.2%	Cc1ccc2[nH]c3c(=O)n(CCCN4CCN(C)CC4)cnc3c2c1
-5.4%	-1.3%	-29.3%	-7.8%	3.1%	19.1%	-7.4%	1.1	11.9%	CS(=O)(=O)NCCNC(=O)c1cc(OCC(F)(F)F)ccc1OCC(F)(F)F
0.8%	-1.8%	-10.1%	8.1%	-8.6%	8.8%	8.6%	1.1	13.2%	C=CCN(CC=C)C(=O)Nc1ccc2nc(C)sc2c1
2.0%	1.0%	-35.1%	-30.5%	1.1%	-39.7%	-45.6%	1.1	-8.9%	O=c1oc2ccccc2n1CCn1c2ccccc2c2nc3ccccc3nc21
0.0%	-0.6%	-5.9%	9.3%	-5.8%	18.0%	6.5%	1.1	-1.9%	CCOP(=O)(OCC)C(O)c1cc(OC)c(OC)c(OC)c1 (stereo not given)
x	1.9%	0.5%	x	-2.5%	-19.0%	x	x	13.8%	O=c1[nH]nc(N/N=C/c2ccccc2OC(F)F)c(=O)[nH]1
-0.8%	-1.4%	-17.2%	14.3%	2.6%	-13.6%	10.7%	1	7.5%	O=C1CCCc2c1nc(-c1ccccc1)n2O
-2.9%	-3.4%	-37.4%	-27.4%	-2.2%	-12.6%	-1.7%	1.1	1.4%	CCOC(=O)c1cc(C#N)c(SCC(=O)O)[nH]c1=O
-2.4%	0.2%	-10.6%	-1.7%	-6.1%	12.4%	-3.3%	1.2	7.2%	COc1ccc(-c2nnc3ccc(SCC(N)=O)nn23)cc1OC
x	-12.9%	-16.9%	x	-7.0%	32.4%	x	x	-3.7%	COc1ccc(-c2noc(=O)n2Cc2ccccc2Cl)cc1
0.0%	0.9%	x	22.1%	-3.4%	26.2%	15.5%	1.1	-73.5%	O=C(Nc1ccc(Nc2ccccc2)cc1)c1ccco1
-4.0%	-3.1%	-12.6%	3.5%	-5.3%	1.5%	1.3%	1.1	9.2%	CC(C)CCNC(=O)NC(=O)CSc1nnc(-c2ccccc2Br)o1
-6.1%	-1.3%	6.4%	-0.3%	-11.7%	-22.5%	-1.0%	0.9	23.2%	CCOc1ccc(-c2nnc3sc(COc4ccccc4)nn23)cc1
-4.6%	-3.8%	20.3%	3.2%	-9.7%	6.2%	4.8%	1.1	8.7%	Cc1nnc(N2CCOCC2)c2ccccc12
-3.7%	-3.0%	6.0%	16.6%	4.9%	-3.2%	14.1%	1.6	-119.2%	C/C(=N\NC(=S)NC1CCCCC1)c1cccs1
-4.7%	-5.3%	-14.2%	3.4%	-2.8%	-14.0%	3.3%	1.1	5.4%	Cc1ccc(CN2CCN(C/C(Cl)=C/c3ccccc3)CC2CCO)o1 (stereo not given)
-3.6%	-5.0%	-30.1%	3.2%	-6.8%	-3.5%[20 µM]	0.7%	1.1	-2.1%	Cc1ccc2nsnc2c1NC(=O)COc1ccccc1F
x	4.8%	-12.4%	x	-4.2%	19.7%	x	x	3.2%	C=CCn1c(SCC(N)=O)nc2nc3c(cc2c1=O)COC(C)(C)C3
x	-1.4%	12.0%	x	-5.9%	24.7%	x	x	24.6%	COC(=O)c1c(C)oc(C)c1S(=O)(=O)N(Cc1ccccc1)C(C)C

# Whole records from above.
# Shown for Cc1ccc2nsnc2c1NC(=O)COc1ccccc1F = XIAP antagonists = -3.6%; KOR beta-arrestin-1 = -5.0%; NOD1 NF-kB reporter = -30.1%; human PMI inhibition = 3.2%; LYP inhibition = -6.8%; KOR beta-arrestin-2 = -3.5%[20 µM]; human PMI inhibitors = 0.7%; TNAP activation fold = 1.1; NOD2 inhibition = -2.1%
# Shown for CCOc1ccc(-c2nnc3sc(COc4ccccc4)nn23)cc1 = XIAP antagonists = -6.1%; KOR beta-arrestin-1 = -1.3%; NOD1 NF-kB reporter = 6.4%; human PMI inhibition = -0.3%; LYP inhibition = -11.7%; KOR beta-arrestin-2 = -22.5%; human PMI inhibitors = -1.0%; TNAP activation fold = 0.9; NOD2 inhibition = 23.2%

# Carrying on:
XIAP antagonists	KOR beta-arrestin-1	NOD1 NF-kB reporter	human PMI inhibition	LYP inhibition	KOR beta-arrestin-2	human PMI inhibitors	TNAP activation fold	NOD2 inhibition	structure
-5.5%	-0.5%	36.1%	-8.4%	-10.2%	-13.2%	-2.0%	1.1	14.6%	CCc1c(C)nc2ncnn2c1N1CCC(C(=O)N2CCN(c3ccc(F)cc3)CC2)CC1
-9.0%	-2.4%	26.8%	-5.0%	-9.8%	21.6%	-27.1%	1	25.9%	Nc1c(S(=O)(=O)c2ccccc2)c2nc3ccccc3nc2n1Cc1ccco1
-5.3%	-2.4%	-45.7%	10.5%	-5.7%	-17.6%[20 µM]	44.5%	1	1.9%	NS(=O)(=O)c1ccc(O)c(N2C(=O)c3cccc4c(C(=O)O)ccc(c34)C2=O)c1
1.3%	1.2%	-34.4%	4.7%	-1.2%	-31.3%	-0.1%	1	-10.6%	CC1CCCCN1CCn1c(=S)[nH]c2cc3c(cc2c1=O)OCO3 (stereo not given)
-4.6%	1.2%	18.2%	2.8%	-5.7%	-89.2%	-12.8%	1.1	-50.2%	CCOc1ccc(NC(=O)CN2CCN(CC(=O)Nc3ccc4c(c3)OCCO4)CC2)cc1
-0.3%	-2.1%	8.7%	2.3%	-3.0%	-9.3%	2.6%	1	22.9%	CCOC(=O)N1CCN(C(=O)c2ccc3c(=O)n(Cc4ccccc4)c(=S)[nH]c3c2)CC1
x	-1.8%	-21.5%	x	-5.3%	-14.4%	x	x	11.5%	COc1ccc(S(=O)(=O)n2nc(C)c(S(=O)(=O)N3CCOCC3)c2C)cc1OC
x	-3.3%	-35.4%	x	-7.0%	-5.3%	x	x	-1.9%	CC(C)C(=O)Nc1cccc(C(=O)Nc2ccc(S(=O)(=O)Nc3nccs3)cc2)c1
x	-2.8%	-8.9%	x	-9.7%	5.0%	x	x	8.7%	Cc1sc2ncn(CC(=O)N3CCCC(C)C3)c(=O)c2c1S(=O)(=O)N1CCCCC1 (stereo not given)
-6.9%	7.1%	10.5%	-30.3%	-6.7%	-8.0%	-15.3%	1	-4.0%	C#CCNC(=O)C(C)c1ncc(C(F)(F)F)cc1Cl (stereo not given)
x	0.7%	-13.5%	x	-5.8%	-38.5%	x	x	-4.9%	O=C(O)c1c(C(=O)O)c(-c2ccc(F)cc2)n2c1CCC2

# This is a subset; the hit share may differ from the screen's.
